dFosB activator: activators of delta FosB homodimer, primary screen, biochemical, fluorescence polarization, TAMRA-CDK5 oligo, single point | purified delta FosB; percent of positive-control signal above neutral wells | activation, % at 25 µM | 340,000 compounds, 0.99% hits;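 active = mean activation above about 17%, with every replicate also reaching it, limit read from the data, passing the limit was not always enough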;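 also: fluorescence polarization rise as delta FosB binds a TAMRA Cdk5 AP-1 oligo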
Target sequence (P13346 whole entry, looked up): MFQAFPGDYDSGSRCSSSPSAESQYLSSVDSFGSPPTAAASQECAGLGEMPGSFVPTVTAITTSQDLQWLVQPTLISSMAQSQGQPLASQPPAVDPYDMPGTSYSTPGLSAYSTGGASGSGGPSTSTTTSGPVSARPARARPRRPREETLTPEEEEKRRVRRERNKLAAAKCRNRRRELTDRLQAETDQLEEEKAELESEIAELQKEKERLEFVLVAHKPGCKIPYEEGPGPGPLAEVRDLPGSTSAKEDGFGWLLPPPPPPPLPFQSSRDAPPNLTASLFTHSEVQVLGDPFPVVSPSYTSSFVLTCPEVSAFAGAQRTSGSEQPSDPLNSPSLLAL
MITF act: activators of MITF-driven TRPM1 promoter reporter, primary screen, cell-based, SK-MEL-5, luciferase, single point. SK-MEL-5 TRPM1-promoter luciferase, 24 h; % of positive control, neutral wells = 0. AID 588334, 2011. activation, % at 12.5 µM. 300,000 compounds, 0.75% hits;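 active = mean activation of at least 80% with every replicate also reaching 80%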;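 also: 0% = neutral control wells and 100% = parthenolide positive control wells; values of inactives mirror those of a sister screen read the other way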
Wnt bcat act: Wnt/beta-catenin pathway activators, primary screen, cell-based, plate reader, single point | 300,000 compounds, 1.2% hits | Wnt/beta-catenin reporter cell assay, activator | activation, % at 9.35 µM; in the data active = activation above about 30%, passing the limit was not always enough;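 also: 0% = neutral control wells and 100% = positive control wells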
HTR5A ag: HTR5A agonists in luminescence cell assay, primary screen, counter-screen for OPRM1-OPRD1 heterodimer agonist project, full-deck HTS. 5-hydroxytryptamine receptor 5A (Homo sapiens), P47898. cell-based. activation, % at 9.3 µM. 340,000 compounds, 0.61% hits. AID 504692, 2011; in the data active = activation mostly above about 9.5%, no sharp cut-off; inactive = mostly below about 7.6%;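 also: 0% = cells with vehicle only and 100% = reference agonist; strong numbers were not always called active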
Rtt109 HAT inh: inhibitors of C. albicans Rtt109/Vps75 HAT, primary screen, biochemical, ThioGlo CoA-SH fluorescence, plate reader; Histone acetyltransferase RTT109 (Candida albicans (strain SC5314 / ATCC MYA-2876)), …; purified Rtt109/Vps75, 4 h; AID 540336, 2011; inhibition, % at 34.9 µM; 330,000 compounds, 0.16% hits;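 active = inhibition of at least 50% in every replicate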
PvdQ acylase: P. aeruginosa PvdQ acylase inhibitors, primary screen, biochemical, fluorescence, plate reader and imaging, single point | AID 488965, 2010 | purified PvdQ acylase | inhibition, % at 10 µM | 340,000 compounds, 0.063% hits; in the data active = inhibition above about 30%, passing the limit was not always enough;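 also: 0% = vehicle neutral wells and 100% = reference inhibitor wells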
SR-BI DiI inh: inhibitors of SR-BI mediated HDL lipid uptake, primary screen, ldlA[mSR-BI] cells, fluorescence, single point. ldlA[mSR-BI] CHO cells, DiI-HDL uptake fluorescence, 3 h. inhibition, % at 12.5 µM. 320,000 compounds, 0.96% hits;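 active = mean replicate inhibition of at least 70% and a set share of replicates each scoring 70 or more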;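 also: 0% = median of neutral control wells and 100% = median of positive control wells; values of inactives mirror those of a sister screen read the other way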
Target sequence (Q61009 whole entry, looked up): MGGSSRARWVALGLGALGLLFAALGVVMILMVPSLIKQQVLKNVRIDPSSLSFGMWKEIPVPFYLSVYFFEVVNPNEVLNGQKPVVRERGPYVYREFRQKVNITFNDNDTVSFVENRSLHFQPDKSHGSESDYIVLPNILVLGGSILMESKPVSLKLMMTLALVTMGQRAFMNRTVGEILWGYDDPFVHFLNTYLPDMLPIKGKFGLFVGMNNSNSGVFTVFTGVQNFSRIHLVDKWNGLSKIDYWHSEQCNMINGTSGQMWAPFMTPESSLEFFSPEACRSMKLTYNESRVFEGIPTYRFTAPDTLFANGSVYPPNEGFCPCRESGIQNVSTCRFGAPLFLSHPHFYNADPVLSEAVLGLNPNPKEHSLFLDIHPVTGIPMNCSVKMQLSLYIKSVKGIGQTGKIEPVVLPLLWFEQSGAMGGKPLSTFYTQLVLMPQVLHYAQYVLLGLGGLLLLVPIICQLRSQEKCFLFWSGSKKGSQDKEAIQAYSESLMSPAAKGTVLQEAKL
SR-BI DiI-HDL act: activators of SR-BI mediated DiI-HDL uptake, primary screen, ldlA[mSR-BI] CHO cells, DiI fluorescence | 3 h; 100 = double the neutral-control signal | activation, % at 12.5 µM | 320,000 compounds, 0.096% hits;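 active = mean replicate activation of at least 60% and every replicate at or above 60%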;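 also: 0% = median plate neutral-control signal and 100% = twice that signal; values of inactives mirror those of a sister screen read the other way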
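Material – SR-BI-overexpressing, LDLR-lacking CHO cells · Medium – BSA-supplemented, HEPES-buffered Ham's F12, pH 7.4 · Doses – single concentration · Times – compound with DiI-HDL co-incubation, 3 h at 37 °C · Measured by – bottom-read fluorescence, 550/595 nm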
CDK5 inh: inhibitors of human CDK5/p35 kinase, primary screen, biochemical, single concentration; Cyclin-dependent kinase 5 (Homo sapiens) + Cyclin-dependent kinase 5 activator 1 (Homo …; Recombinant CDK5/p35, ADP-Glo luminescence, 60 min; inhibition, % at 10 µM; 330,000 compounds, 0.01% hits; AID 488839, 2010;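 active = highest replicate inhibition of at least 50% and at least 75% of replicates reaching 50%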;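 also: plate controls were DMSO neutral control for no effect and GW8510 at 10 µM for full effect; many of its hits are not listed in these tables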
RTF Ca sens act: cardiac RTF calcium sensitivity activators, primary screen, biochemical, IANBD-TnC fluorescence, EC20 calcium | Troponin I, cardiac muscle (Homo sapiens) + Troponin T, cardiac muscle (Homo sapiens) + … | IANBD-labeled TnC RTF fluorescence at EC20 calcium; 0% EC20 calcium, 100% full calcium | activation, % at 7.2 µM | 340,000 compounds, 0.24% hits | AID 493008, 2010;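 active = activation above the mean over all tested compounds plus 3 SD, cut at about 30% in these data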;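 also: rise in fluorescence read as greater calcium sensitivity of cardiac thin filaments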
* hit, by the source's call; / = not tested or not shown. An unsorted share of the library. About 4.4% of those tested had a hit in this group.

SMILES	dFosB activator	MITF act	Wnt bcat act	HTR5A ag	Rtt109 HAT inh	PvdQ acylase	SR-BI DiI inh	SR-BI DiI-HDL act	CDK5 inh	RTF Ca sens act
O=C(Cc1ccc(NS(=O)(=O)c2ccc(F)cc2)cc1)NCc1ccccc1	-12	5	0	6	12	-10	11	-11	-1.1	-1
C=CCn1cccc(C(=O)Nc2ccc(OC)cc2)c1=O	2	1	-1	/	2	-19	-6	6	-3.5	/
COc1ccc(-c2cccc(NS(=O)(=O)c3cc([N+](=O)[O-])ccc3Cl)c2)nn1	-2	3	-5	-1	12	1	-15	15	-0.4	5
Nc1nnc(SCC(=O)Nc2ccc(S(=O)(=O)N3CCOCC3)cc2)s1	0	20	-1	3	2	-11	-4	4	-2.5	-6
O=C(CC(=O)N/N=C/c1cccs1)NCc1ccccc1	4	3	-1	1	-2	-11	-20	20	0.6	2
COc1ccc(C(=O)C(C)Oc2cccc(NC(=O)c3cccc([N+](=O)[O-])c3)c2)cc1 (stereo not given)	-5	4	0	2	-6	-3	54	-54	0.4	-5
CS(=O)(=O)N1CCCC(C(=O)NCCc2ccc(Cl)cc2)C1 (stereo not given)	2	-2	-8	-1	/	1	14	-14	0.3	4
O=C(CCS(=O)(=O)c1ccc(Br)cc1)N1CCN(c2ccccc2F)CC1	-3	-9	1	1	5	-4	-1	1	0.1	-3
CC1CCCN(CC(O)COCC2COc3ccccc3O2)C1 (stereo not given)	-7	7	/	-4	-11	-1	2	-2	0.5	-6
CC1=C(C(=O)OCC2CCCO2)C(c2ccccc2OC(C)C)C2=C(CC(c3ccco3)CC2=O)N1 (stereo not given)	-11	-7	-11	-1	-1	-8	-11	11	0.0	1
CCC(Sc1nnc(-c2ccco2)n1C)C(=O)Nc1nnc(C)s1 (stereo not given)	4	-3	0	-1	8	-14	-15	15	0.4	1
CCOc1cc(Cl)c(NC(=O)c2ccco2)cc1OCC	1	1	0	-2	5	7	44	-44	1.9	-4
N#CC1(NC(=O)CSc2nnc(Nc3ccccc3F)s2)CCCC1	-4	23	7	-1	3	-7	12	-12	0.7	1
Cc1nn(CC(=O)c2ccccc2)c(=O)c2nn(-c3ccccc3F)c(C)c12	-5	13	-2	-1	-4	23	15	-15	1.3	-1
COC(=O)Cc1ccc(NC(=S)N2CCN(CCO)CC2)cc1	-7	1	-3	-2	2	10	-5	5	2.8	3
O=C1c2ccccc2C(=O)N1Cc1nn2c(-c3ccc(Cl)cc3)nnc2s1	-8	5	-3	6	16	3	0	0	0.5	-1
Clc1nc(-c2cccnc2)nc2scc(-c3ccccc3)c12	-15	42	25	2	21	3	0	0	0.5	1
CCCCNc1c(-c2ccc(-c3cccc(Cl)c3)cc2)nc2ccc(Cl)cn12	1	17	13	12	-8	9	-14	14	0.3	-4
O=C(c1cccc(S(=O)(=O)N2CCOCC2)c1)N1CCCC1	1	/	0	-5	-9	4	-51	51	-0.5	0
O=C(NCC1CCN(Cc2ccc(F)cc2)CC1)Nc1cc(F)ccc1F	-6	-9	0	-4	4	-11	3	-3	-0.5	-5
CCCC[n+]1ccn(-c2nc3ccccc3nc2[N-]S(=O)(=O)c2ccc(Cl)cc2)c1	-5	-5	7	0	-26	-2	4	-4	-0.3	-4
COc1ccc(N2CCC(CNC(=O)Nc3ccc(OC)cc3OC)C2)cc1 (stereo not given)	5	-5	-1	-4	5	15	96*	-96	-0.5	-9
CCOC(=O)Cc1cc(=O)[nH]c(/N=C(\N)Nc2ccc(C)cc2C)n1	4	-9	-11	-1	-8	-1	-21	21	1.4	-4
CC1(C)NC(=O)N(CCOCCOc2cccc(Oc3ccccc3)c2)C1=O	-5	-3	/	2	4	-13	-4	4	-4.2	0
Cc1ccnc(NS(=O)(=O)c2ccc(Oc3ccccc3)cc2)c1	5	/	/	7	/	4	2	-2	-0.6	-5
SMILES	dFosB activator	MITF act	Wnt bcat act	HTR5A ag	Rtt109 HAT inh	PvdQ acylase	SR-BI DiI inh	SR-BI DiI-HDL act	CDK5 inh	RTF Ca sens act
CCC/C=N/Nc1nc2ccccc2s1	0	80	75*	3	-7	-13	13	-13	1.7	-6
Cc1c(CCOC(=O)c2cc([N+](=O)[O-])cc([N+](=O)[O-])c2)sc[n+]1CCCCS(=O)(=O)[O-]	4	3	14	0	-2	-12	-7	7	-0.9	3
O=C(O)CSCC(=O)Nc1cccc2ccccc12	5	-6	-2	4	4	-2	-38	38	-1.5	4
Cc1ccccc1NC(=S)c1ccc2ccccc2n1	1	29	26	2	3	1	11	-11	1.0	-1
O=C(COC(=O)CCC(=O)c1cccs1)Nc1ccc(Cl)cn1	-2	12	-12	6	21	7	-1	1	2.4	-2
Cc1cc(C)cc(C(=O)NC(CC(N)=O)c2ccc(N3CCN(C)CC3)c([N+](=O)[O-])c2)c1 (stereo not given)	-6	-8	-1	8	-4	-10	6	-6	0.7	-4
Cc1ccc(C2NS(=O)(=O)N=C2N)cc1 (stereo not given)	1	-6	-2	-1	0	1	1	-1	0.1	-4
CCN(CC)CCn1nc2c3c(cccc3c1=O)-c1ccccc1-2	-48	-69	1	-2	/	-12	-25	25	-1.0	-7
COc1ccccc1NC(=O)c1ccc2snnc2c1	-7	8	-1	-5	-4	-11	28	-28	-0.5	1
Cc1ccc(C(=O)CSc2nnc(-c3ccccc3)o2)cc1	0	2	-7	5	-7	-7	-11	11	-2.5	2
COc1ccc(S(=O)(=O)N(CC(=O)Nc2cccnc2)c2ccccc2OC)cc1	-6	3	-2	6	5	-7	-29	29	0.2	7
CCc1ccc(OCC(=O)N2CCN=C2c2ccccc2)cc1	-10	-9	/	1	-6	-13	-24	24	-2.5	-1
COc1ccccc1-c1coc2c(CN3C(C)CCCC3C)c(O)ccc2c1=O (stereo not given)	-3	/	-5	4	0	-5	25	-25	2.2	-3
CCCCNC(=O)N1CCN(c2ccccc2OC)CC1	-5	17	0	-3	/	4	16	-16	-0.6	-5
COC(=O)c1nc(NC(=O)c2ccc(Cl)cc2)n[nH]1	0	-6	/	7	-2	-5	1	-1	-2.2	0
CCCCNC(=O)CCn1nc(-c2ccc(C)cc2)c2ccccc2c1=O	-8	3	-2	0	-3	-15	45	-45	0.7	5
O=C(Nc1ccccc1N1CCOCC1)c1ccc(F)c(S(=O)(=O)N2CCOCC2)c1	-10	4	-1	0	-2	0	12	-12	0.5	-2
C=CCSc1ncccc1C(=O)NCCc1ccc(Cl)cc1	-6	1	0	5	1	-5	-5	5	-1.0	-1
O=C(N1CCOCC1)C12CC3CC(C1)CC(C(=O)N1CCOCC1)(C3)C2	-1	/	/	4	-12	-15	11	-11	0.5	4
Cc1ccc(NC(=O)CN2C(=O)NC(Cc3ccccc3)C2=O)c(Br)c1 (stereo not given)	16	0	-1	0	-11	-9	5	-5	2.1	8
Cc1ccc(C)c(NC(=O)COC(=O)c2cc(=O)c3ccccc3o2)c1	3	2	/	2	-2	-10	-17	17	-1.5	-2
CC(=O)N1c2c(cc(Br)cc2S(=O)(=O)N2CCOCC2)CC1C (stereo not given)	5	-14	/	0	-3	-3	-19	19	-0.9	4
[O-][N+]12CC[N+]([O-])(CC1)c1ccccc12	-4	9	/	4	3	-11	-29	29	-1.8	2
COc1ccc(CNC(=O)CN(C(=O)CCC(=O)Nc2ccccn2)c2ccc(C)cc2)cc1	-9	-9	-1	-1	-7	-11	2	-2	1.4	-4
Cc1c(/C=N/NC(N)=O)c2ccccn2c1C(=O)c1ccc(F)cc1	-5	-15	-4	2	17	1	2	-2	0.1	0
C#CCOc1ccccc1CNC1CCN(Cc2ccccc2)CC1	7	-4	-1	-1	/	-5	-22	22	1.2	2
Nc1cccc2c1C(=O)N(C(=O)c1ccc(Cl)c(S(=O)(=O)N3CCCCCC3)c1)C2=O	-4	6	-7	4	-195	12	/	/	-2.4	5

An excerpt from above in order of molecular weight, lowest first.
SMILES	dFosB activator	MITF act	Wnt bcat act	HTR5A ag	Rtt109 HAT inh	PvdQ acylase	SR-BI DiI inh	SR-BI DiI-HDL act	CDK5 inh	RTF Ca sens act
Cc1ccc(C(=O)CSc2nnc(-c3ccccc3)o2)cc1	0	2	-7	5	-7	-7	-11	11	-2.5	2
Cc1ccc(C)c(NC(=O)COC(=O)c2cc(=O)c3ccccc3o2)c1	3	2	/	2	-2	-10	-17	17	-1.5	-2
COc1ccccc1-c1coc2c(CN3C(C)CCCC3C)c(O)ccc2c1=O (stereo not given)	-3	/	-5	4	0	-5	25	-25	2.2	-3

Of the compounds above, these have an aryl thioether with sulfur outside any ring:
SMILES	dFosB activator	MITF act	Wnt bcat act	HTR5A ag	Rtt109 HAT inh	PvdQ acylase	SR-BI DiI inh	SR-BI DiI-HDL act	CDK5 inh	RTF Ca sens act
Nc1nnc(SCC(=O)Nc2ccc(S(=O)(=O)N3CCOCC3)cc2)s1	0	20	-1	3	2	-11	-4	4	-2.5	-6
CCC(Sc1nnc(-c2ccco2)n1C)C(=O)Nc1nnc(C)s1 (stereo not given)	4	-3	0	-1	8	-14	-15	15	0.4	1
N#CC1(NC(=O)CSc2nnc(Nc3ccccc3F)s2)CCCC1	-4	23	7	-1	3	-7	12	-12	0.7	1
Cc1ccc(C(=O)CSc2nnc(-c3ccccc3)o2)cc1	0	2	-7	5	-7	-7	-11	11	-2.5	2
C=CCSc1ncccc1C(=O)NCCc1ccc(Cl)cc1	-6	1	0	5	1	-5	-5	5	-1.0	-1

Screening data deposited in PubChem by several laboratories.
